# Screens deposited in PubChem by several laboratories.
# GPR7 antagonist: blocks human GPR7 receptor signaling; inhibition, % at 4.4 µM; P48145; AID 1861; GPR7-expressing cells, fluorescence antagonist assay; 1.1% of 290,000 active; in the data active = inhibition above about 16%, passing the limit was not always enough;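 note: cells stimulated with the agonist NPW; 0% = agonist with vehicle and 100% = vehicle without agonist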
# Target sequence (P48145 whole entry, looked up): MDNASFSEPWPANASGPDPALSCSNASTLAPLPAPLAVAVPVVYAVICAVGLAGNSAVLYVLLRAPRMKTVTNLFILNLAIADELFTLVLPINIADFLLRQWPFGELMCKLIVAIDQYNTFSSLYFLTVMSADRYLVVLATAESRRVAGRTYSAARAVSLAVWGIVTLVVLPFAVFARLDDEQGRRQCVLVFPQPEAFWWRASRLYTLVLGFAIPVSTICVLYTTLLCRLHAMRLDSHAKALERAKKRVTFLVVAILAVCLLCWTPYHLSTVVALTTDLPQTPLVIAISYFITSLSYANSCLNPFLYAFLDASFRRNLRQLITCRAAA
# GalR3 antagonist: blocks the human galanin receptor 3; O60755; HEK293 GalR3-CNG cAMP membrane potential fluorescence; galR3 body fused to GalR1 C-terminus; inhibition, % at 3 µM; 0.44% of 360,000 active;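 active = inhibition above the screen-wide average plus 3 SD, cut at about 13% in these data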;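 note: forskolin and galanin both at EC90 stimulate the cells; cAMP rise reported by CNG channel membrane potential dye signal; 0% = forskolin plus galanin with DMSO and 100% = forskolin alone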
# Target sequence (O60755 1-299 limits assumed): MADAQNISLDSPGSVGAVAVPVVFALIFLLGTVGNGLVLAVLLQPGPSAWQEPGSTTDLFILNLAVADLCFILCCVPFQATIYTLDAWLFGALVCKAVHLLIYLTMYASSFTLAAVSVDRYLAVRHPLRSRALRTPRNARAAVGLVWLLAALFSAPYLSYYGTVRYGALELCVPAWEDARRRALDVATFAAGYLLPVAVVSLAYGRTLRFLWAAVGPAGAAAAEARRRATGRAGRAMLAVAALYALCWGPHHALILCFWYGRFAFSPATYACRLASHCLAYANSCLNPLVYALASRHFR
# NS3 helicase inh: blocks Hepatitis C virus NS3 helicase unwinding; NS3 helicase DNA unwinding, Cy5 molecular beacon fluorescence; inhibition, % at 10.9 µM; 0.56% of 290,000 active; AID 1800;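 active = inhibition above the mean of all tested compounds plus 3 SD, set per campaign, cut at about 35% in these data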;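 note: 0% = DMSO wells and 100% = thioflavine S control wells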
#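 test system = hepatitis C virus NS3 helicase domain fragment enzyme | reagent = annealed dual-labelled DNA beacon duplex, ATP-started | times = 1 h at 25 °C | detection = Cy5 fluorescence, 0 and 60 min reads | read-out basis = percent inhibition from t60/t0 fluorescence ratio | control set = DMSO and thioflavine S | replication = one well per compound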
# FID counter: counter-screen for HCV NS3 helicase inhibitors: DNA intercalator displacement. DNA fluorescent intercalator displacement, fluorescence. inhibition, % at 7.9 µM. 0.17% of 290,000 active; in the data active = inhibition above about 37%;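 note: 0% = vehicle and 100% = reference compound; higher means more ethidium bromide displaced from hairpin DNA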
# PHOSPHO1 inh: PHOSPHO1 (human) inhibition. 1.1% of 290,000 active. AID 1565. inhibition, % at 13.3 µM. recombinant PHOSPHO1, absorbance phosphatase assay; in the data active = inhibition above about 60%
# Target sequence (Q8TCT1 whole entry, looked up): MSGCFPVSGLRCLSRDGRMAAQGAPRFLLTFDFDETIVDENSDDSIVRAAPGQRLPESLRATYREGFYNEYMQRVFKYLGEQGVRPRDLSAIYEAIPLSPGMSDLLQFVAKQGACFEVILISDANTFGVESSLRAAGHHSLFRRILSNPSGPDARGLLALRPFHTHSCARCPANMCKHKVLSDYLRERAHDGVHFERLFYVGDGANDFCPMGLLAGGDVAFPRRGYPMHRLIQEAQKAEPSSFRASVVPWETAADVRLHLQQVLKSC
# VIM-2 inh: inhibitors of Pseudomonas aeruginosa VIM-2 metallo-beta-lactamase; inhibition, % at 5.6 µM; purified VIM-2, nitrocefin hydrolysis, epi-absorbance fluorescence; AID 1527; 0.89% of 290,000 active;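 active = inhibition above the mean of all tested compounds plus 3 SD, cutoff set per screening run, cut at about 7.5% in these data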;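 note: red hydrolysis product quenches plate fluorescence so inhibitors raise well fluorescence; 0% = enzyme with DMSO and 100% = DMSO without enzyme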
# OXTR agonist: agonists of human oxytocin receptor; CHO-OTR cells, Fluo-8 calcium fluorescence; normalized: DMSO 0%, oxytocin 100%; activation, % at 3 µM; 0.32% of 320,000 active; AID 2435;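 active = activation above the mean of all tested compounds plus 3 SD, cutoff set per screening run, cut at about 20% in these data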;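 note: peak over basal fluorescence ratio from a 100 s FLIPR kinetic read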
# IMP-1 inh: inhibitors of Pseudomonas aeruginosa IMP-1 metallo-beta-lactamase | inhibition, % at 5.6 µM | purified IMP-1, nitrocefin hydrolysis, epi-absorbance fluorescence | AID 1556 | 0.45% of 290,000 active;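 active = inhibition above the mean plus 3 SD of all compounds in the same screening run, cut at about 4.5% in these data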;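 note: 0% = IMP-1 with DMSO and 100% = DMSO wells lacking enzyme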
#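 System: Purified IMP-1 | Read-out basis: Percent enzyme inhibition | Controls: IMP-1 with DMSO as 0%, enzyme-free DMSO as 100% | Replicates: One well per compound | Doses: 5.6 µM nominal single concentration | Detection: Epi-absorbance fluorescence, 480 nm excitation, 530 nm emission | Incubation: 25 °C, 15 min preincubation, 25 min reaction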
# V1aR counter: counter-screen for oxytocin receptor agonists: human V1a receptor agonists | P37288 | CHO-V1R cells, Fluo-8 calcium fluorescence, agonist mode; 0% DMSO, 100% 3 nM vasopressin | activation, % at 3 µM | 0.25% of 320,000 active | AID 2797;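 active = activation above the mean activation of all tested compounds plus 3 SD, per screening run, cut at about 20% in these data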;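 note: signal is peak over basal fluorescence ratio across a 100 second FLIPR read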
# Starred values were filed as active, the others as inactive; . = not tested or not shown.
SMILES,GPR7 antagonist,GalR3 antagonist,NS3 helicase inh,FID counter,PHOSPHO1 inh,VIM-2 inh,OXTR agonist,IMP-1 inh,V1aR counter
C/C(CC(=O)Nc1ccc(OCc2ccccc2)cc1)=N\NC(=O)C(=O)Nc1cccc(C)c1,-13,1,-8,-11,-14,-3.1,1.4,-1.8,3.0
COc1ccc(C(=O)NCCCSc2ccccc2)cc1F,10,-8,-13,-12,17,0.5,2.5,-1.5,4.0
O=Cc1cccn1-c1ccc(O)cc1,-10,-3,-1,-2,8,-3.1,1.9,-1.9,1.3
CC(=O)Nc1cccc(-c2nc3ccccc3s2)c1,-6,-1,-20,-9,19,0.2,3.0,-1.8,1.5
Cc1ccc(NC(=O)CCN2C(=O)OC(C)(C)C2(C)O)cc1 (stereo unspecified),2,-2,5,1,40,0.8,1.6,-0.5,0.6
O=C(/C=C/c1ccc(F)cc1)N1CCCN(C(=O)/C=C/c2ccc(F)cc2)CC1,4,-11,4,-36,-19,-1.9,-1.2,-4.2,0.9
Cc1cccc(C(=O)NC2CC3CCCC(C2)N3C(=O)NC2CCCCC2)c1 (stereo unspecified),-1,-3,1,-5,0,-0.5,-1.6,-1.6,0.4
CCOC(=O)C1=C(C)N=c2s/c(=C\c3cccc(OCC(=O)O)c3)c(=O)n2C1c1ccccc1 (stereo unspecified),-19,-2,10,13,25,-1.2,.,-0.7,.
Cc1cc2cc(C#N)c(SCC(=O)Nc3nonc3C)nc2cc1C,-6,-8,-1,-4,42,3.7,0.1,1.2,0.0
CCN(CC)C(=O)COC(=O)c1ccc(C)c(NC(=O)c2ccco2)c1,16,-5,9,-9,-4,2.2,-1.1,-0.3,0.2
OCCC1CN(Cc2cccn2-c2nccs2)CCN1C1CCCCC1 (stereo unspecified),-4,-3,-2,3,26,-2.4,-0.8,-2.5,0.0
COc1ccc(S(=O)(=O)N(C)C)cc1NC(=O)CN1C(=O)NC2(CCCC2)C1=O,3,5,-1,-8,14,-0.7,0.8,-1.7,1.6
Cc1ccc2c(NC(=O)C3CC3)cccc2n1,0,4,7,0,6,-3.1,0.2,-1.9,1.7
CC1CCN(Cc2nc3c(c(=O)n(C)c(=O)n3C)n2CCc2ccccc2)CC1,3,-5,-3,-8,.,-2.8,-1.5,-4.6,-1.5
COC(=O)[C@H](C)NC(=O)Nc1cc(Cl)ccc1C,-6,-1,15,-4,23,-0.5,1.2,1.4,0.5
O=c1c(Cc2ccc(F)cc2)c(O)ccn1Cc1ccc(Cl)cc1Cl,4,1,6,1,-10,-1.4,5.7,-2.8,3.1
Cc1scc(C(=O)Nc2ccon2)c1-c1ccccc1,-7,-7,8,0,1,1.1,-1.4,-0.2,-0.6
COC(=O)c1ccc(Cl)c(S(=O)(=O)N2CCCC2)c1,-11,7,13,-6,32,0.0,-0.6,-0.1,0.7
COc1ccc(NC(=O)/C=C/c2ccc(OC)c(OC)c2)cn1,0,5,-2,-15,43,-6.1,0.2,-2.8,3.3
Cc1ccc(S(=O)(=O)Nc2ccccc2CNc2ccccn2)cc1,-9,-7,-15,-5,2,-3.9,-1.8,-1.6,0.1
CCCCN(CC)CCCNC(=O)c1cn(C)c(=O)c2c1c1ccccc1n2C,-5,-3,-2,7,28,4.6,0.0,-1.6,1.3
N#Cc1cnn(-c2ncnc3sc(-c4ccccc4)cc23)c1N,-6,-6,2,2,16,-4.7,0.7,-3.1,0.4
NC(=O)C1CCCc2c1n(Cc1ccccc1)c1ccccc21 (stereo unspecified),4,-11,-11,-32,40,-2.7,.,-2.5,.
COc1ccc2c(c1)c(C(=O)N1CCN(C)CC1)c(C)n2-c1ccccc1,-6,-2,-1,4,-22,-3.3,1.1,-5.3,-0.7
COC(=O)COc1ccc(S(=O)(=O)Nc2ccc3c(c2)OCO3)cc1,-6,-11,0,-3,-28,-3.3,5.2,-3.1,5.0
CSCC(C)N1CCC(N2CCC(C(=O)NCc3ccccn3)CC2)CC1 (stereo unspecified),-10,-4,3,0,46,-0.8,0.1,1.4,0.6
Cc1ccc(CNC(=O)C(NS(=O)(=O)c2cccs2)C(C)C)cc1 (stereo unspecified),-1,-9,1,-1,-14,-1.8,0.6,-1.8,-0.2
CC1(C)[N+]([O-])=C2C(=[N+]([O-])C1(C)C)c1ccccc1/C2=N\O,-7,-3,1,-4,-2,-2.2,-0.3,-1.4,-0.7
CCCCc1c(O)c2ccccc2n(CCCC)c1=O,-4,-3,5,-11,12,-0.7,-1.7,-1.1,1.1
O=C(Nc1c(F)cccc1F)c1ccc2c(c1)CCN2S(=O)(=O)c1ccccc1,-5,-6,-4,-15,-10,-1.7,2.2,1.5,4.4
COc1ccccc1CNC(=O)c1ccc(CNc2c(N3CCCC3)c(=O)c2=O)cc1,-5,5,14,-17,-14,-4.1,-0.3,-2.7,0.5
NC1=NC[C@@H](Cc2ccc(O)cc2)N1CCc1cc(C(F)(F)F)cc(C(F)(F)F)c1,.,-1,.,.,-4,.,-0.6,.,-0.9
Cc1cc2ncc(-c3ccc(Cl)cc3)cn2n1,7,-3,5,0,37,-0.3,-2.0,-1.0,0.1
CCN(CC)CCCN1C(=O)c2oc3ccccc3c(=O)c2C1c1cccnc1 (stereo unspecified),-9,-3,3,-4,11,-1.4,0.6,-2.3,1.0
CCC(=O)N1CCc2cc(OC)c(OC)cc2C1COc1ccc(OC)cc1 (stereo unspecified),15,-5,-1,-34,12,-0.8,1.1,-1.1,0.9
[N-]=[N+]=NC1C[C@H](n2ccc(=O)[nH]c2=O)O[C@@H]1CO (stereo partly specified),-10,.,-9,-1,1,1.0,0.5,0.3,0.5
O=C(c1cc(-c2ccc(Cl)cc2)on1)N1CCN(c2ccccc2)CC1,-7,-2,7,-7,28,-3.1,-0.2,-3.3,0.4
N=C1SCC(=O)N1c1ncc(Cc2ccc(F)cc2)s1,4,1,15,-12,-12,-3.1,1.3,-3.2,3.3
CC1CCN(C(=O)c2ccc(CSc3ccc(Cl)cc3)cc2)CC1,4,-6,8,-11,3,-3.5,0.3,-1.9,12
COc1ccc(NC(=O)c2cc3c(CO)cnc(C)c3oc2=Nc2cccc(C)c2)c(OC)c1,-19,-11,-8,-6,1,-2.1,.,-1.3,.
CCOc1ccc(NC(=S)N(CCN2CCOCC2)Cc2cc3cc4c(cc3[nH]c2=O)OCO4)cc1,0,-2,1,-2,27,-1.4,-0.7,0.1,-0.2
COCc1nnc(NC(=O)c2c(-c3c(Cl)cccc3Cl)noc2C)s1,4,-7,31,-15,15,0.3,0.8,1.1,0.3
Cc1onc(-c2ccccc2Cl)c1C(=O)NCc1ccco1,-3,3,21,-11,21,-3.3,-0.8,-1.5,-0.7
CC(=O)NCCC(=O)Nc1nc2c(ccc3ccccc32)s1,-6,-9,1,-13,31,-0.1,-0.2,-3.2,0.2
Cc1ncccc1C(=O)N1CCCC(CNC(=O)c2ccc(-c3ccccc3)cc2)C1 (stereo unspecified),-4,-6,-7,-24,28,-3.7,-1.2,0.9,0.6
CC(=O)C1=C(O)C=C(c2ccco2)CC1c1ccco1 (stereo unspecified),3,-4,25,7,3,-4.1,-1.6,0.3,-1.1
COc1ccc(/C(N)=N/O)cc1O,-11,-4,5,0,3,-1.7,-0.6,-1.8,-1.1
COc1ccc(-c2cc(C(F)F)n3ncc(C(=O)N4CCSCC4)c3n2)cc1,-4,0,9,-20,11,-4.6,-2.6,-3.9,-2.0
CC(=O)Nc1ccc(CN2CCC(CO)(CCOc3ccccc3)CC2)cc1,-1,-4,-2,7,-16,-2.1,1.6,-1.6,2.2
O=C(CCC1CCCCC1)NC1=NCCS1,-2,-4,3,-3,1,-5.3,-0.8,-3.3,0.2
COc1ccc(OC)c(NC(=O)CCNS(=O)(=O)c2cccc3nsnc23)c1,-5,-8,8,-8,32,-3.3,-1.2,-2.0,-1.3
CCNC(=O)CSc1nnc(-c2cccs2)o1,-6,5,4,-4,13,0.3,0.5,-1.7,-0.3
COC(=O)c1c(NC(=O)C2CC2)sc2c1CCN(C(C)=O)C2,13,0,0,-12,-2,5.1,0.6,-0.5,-0.5
O=Cc1ccccc1Oc1ccccc1,-15,-4,0,2,18,-1.5,-0.1,-1.1,0.4
O=C(NCc1ccncc1)c1ccc(Cl)c(S(=O)(=O)N2CCCCC2)c1,-1,1,6,-7,32,-2.1,1.7,-1.6,2.2
CC(Cn1cncn1)C(=O)N1CCN(S(=O)(=O)c2ccc(Cl)cc2)CC1 (stereo unspecified),-4,-7,4,-7,27,-1.3,1.3,-3.2,0.8
O=C(O)c1cc(-c2ccc(N3CCOCC3)cc2)nn1-c1ccccc1Cl,-6,-1,-1,-14,-10,-3.8,0.6,-1.6,1.7
CS(=O)(=O)c1ccc2nc(NC(=O)Nc3ccccc3F)sc2c1,59*,-7,-11,-3,46,-0.1,-0.1,0.6,1.1
CCOc1ccc(CN(C)CC(=O)Nc2cccc3ccccc23)cc1OC,-9,-2,-4,-1,12,-0.7,-1.6,-1.9,-1.1
COc1cc(CC(=O)Nc2ccc(Cl)c(C(F)(F)F)c2)cc(OC)c1OC,-2,-5,-5,-14,-4,-2.9,10,-3.0,11

# An excerpt from above, reduced to OXTR agonist and FID counter.
mol	OXTR agonist	FID counter
C/C(CC(=O)Nc1ccc(OCc2ccccc2)cc1)=N\NC(=O)C(=O)Nc1cccc(C)c1	1.4	-11
NC1=NC[C@@H](Cc2ccc(O)cc2)N1CCc1cc(C(F)(F)F)cc(C(F)(F)F)c1	-0.6	.
CSCC(C)N1CCC(N2CCC(C(=O)NCc3ccccn3)CC2)CC1 (stereo unspecified)	0.1	0
CC(=O)Nc1ccc(CN2CCC(CO)(CCOc3ccccc3)CC2)cc1	1.6	7
COC(=O)c1c(NC(=O)C2CC2)sc2c1CCN(C(C)=O)C2	0.6	-12

# Other compounds.
SMILES,GPR7 antagonist,GalR3 antagonist,NS3 helicase inh,FID counter,PHOSPHO1 inh,VIM-2 inh,OXTR agonist,IMP-1 inh,V1aR counter
S=C(NCc1ccccc1)NC1CCCCC1,-12,-9,-8,-2,43,-1.8,0.4,-2.0,-0.8
O=C(CSc1nc2ccccc2s1)Nc1cc(S(=O)(=O)N2CCOCC2)ccc1O,-2,-5,2,5,14,-1.5,4.6,-0.4,1.8
O=C(CN1C(=O)CSc2ncccc21)Nc1ccccc1F,-3,-4,5,-1,40,0.9,-0.1,-2.6,-0.3
COc1ccc(-c2nc(NC(C)=O)sc2-c2ccccc2)cc1,5,-1,-15,-17,16,0.8,-0.2,-0.3,0.8
Cn1c(Cl)c(/C=N/OC(=O)c2cccc(Cl)c2)c2ccccc21,-7,2,-3,3,-9,-2.1,0.3,-3.3,-0.5
COCc1cc(/C=N\NC(=O)COc2ccc(Cl)cc2)ccc1OC,-3,-3,0,-8,-2,-2.4,-1.1,-4.5,-0.8
COc1ccc(CCNC(=O)CCNS(=O)(=O)c2cccc3nonc23)cc1OC,8,-3,3,1,15,-4.6,2.5,-3.6,1.8
